# High-throughput results (PubChem)
# HTRA1 inh – HTRA1 serine protease inhibitors, primary screen, biochemical, fluorescence polarization, HTS. recombinant HTRA1, FP-rhodamine activity-based probe. 340,000 compounds, 0.5% hits. inhibition, % at 5.96 µM. Q92743; in the data active = inhibition above about 36%;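 also: 0% = enzyme with DMSO and 100% = wells lacking enzyme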
# Target sequence (Q92743 whole entry, looked up): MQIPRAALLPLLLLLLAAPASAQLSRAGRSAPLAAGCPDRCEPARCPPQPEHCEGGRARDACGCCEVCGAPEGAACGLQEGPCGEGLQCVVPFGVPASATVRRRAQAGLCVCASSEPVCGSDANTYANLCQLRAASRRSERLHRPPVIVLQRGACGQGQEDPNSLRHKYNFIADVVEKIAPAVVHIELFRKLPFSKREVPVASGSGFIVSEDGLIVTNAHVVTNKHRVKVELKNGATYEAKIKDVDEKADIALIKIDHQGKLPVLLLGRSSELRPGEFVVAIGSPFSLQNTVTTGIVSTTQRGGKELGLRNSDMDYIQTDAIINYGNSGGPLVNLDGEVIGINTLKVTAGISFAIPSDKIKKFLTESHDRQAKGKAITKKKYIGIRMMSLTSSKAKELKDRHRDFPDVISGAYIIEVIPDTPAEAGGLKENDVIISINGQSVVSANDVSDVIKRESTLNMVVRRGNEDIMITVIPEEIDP
# MBD2 DNA inh – inhibitors of MBD2 binding to methylated DNA, primary screen, biochemical, TR-FRET, DNA-binding domain, human | inhibition, % at 4.4 µM | Methyl-CpG-binding domain protein 2 (Homo sapiens), Q9UBB5 | MBD2 binding to methylated oligonucleotide | 370,000 compounds, 0.31% hits; in the data active = inhibition above about 13%
# NR1D1 modulator – modulators of Rev-erb alpha DNA binding, primary screen, biochemical, FITC-DNA, fluorescence polarization, uHTS | Nuclear receptor subfamily 1 group D member 1 (Homo sapiens), P20393 | Rev-erbα–FITC-DNA binding, 90 min | activity, % at 10 µM | 370,000 compounds, 0.79% hits;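 active = activity above about 14%, limit read from the data; passing the limit was not always enough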;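 also: 0% = DMSO wells with 35 nM protein and 100% = DMSO wells with 750 nM protein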
# rCAG RNA binder – binders of r(CAG) RNA repeats, primary screen, biochemical, fluorescence; 370,000 compounds, 1.3% hits; inhibition, % at 3 µM; AID 651821, 2012; r(CAG) RNA repeat, TO-PRO-1 dye displacement fluorescence;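 active = inhibition above the plate cutoff, the mean of all test compounds on that plate plus 3 SD, cut at about 35% in these data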;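 also: 0% = DMSO alone and 100% = 100 µM mitoxantrone as full dye displacement; higher means more dye released from RNA so lower well fluorescence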
# TCR CD3 inh – inhibitors of human TCR-CD3 interaction, primary screen, biochemical, fluorescence, TAMRA-labeled TCR probe | AID 651800, 2012 | 360,000 compounds, 0.37% hits | T-cell receptor (TCR) | inhibition, % at 9.4 µM; in the data active = inhibition above about 19%;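 also: recombinant mutant TCR 2C K166C tagged with TAMRA read by polarization; 0% = receptor in buffer alone and 100% = receptor with positive control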
# PG9 Ab binder – binders of HIV-1 gp120 antibody PG9, primary screen, biochemical, TR-FRET. inhibition, % at 6.7 µM. 360,000 compounds, 0.43% hits. HIV-1 gp120 / PG9 antibody interaction. TR-FRET gp120-PG9 antibody binding; in the data active = inhibition above about 8.5%
# mABHD4 FP – ABHD4 inhibitors, primary screen, biochemical, fluorescence polarization, mouse; 370,000 compounds, 0.54% hits; purified mABHD4, FP-Rh probe fluorescence polarization; (Lyso)-N-acylphosphatidylethanolamine lipase (Mus musculus), Q8VD66; inhibition, % at 8.92 µM;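 active = inhibition exceeding the mean over every tested compound plus 3 SD, cut at about 30% in these data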;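 also: 0% = plate median of compound wells and 100% = S159A mutant with DMSO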
#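 Test system: mABHD4 protein | Buffer or medium: HEPES pH 7.0 buffer, 150 mM NaCl, 0.01% Pluronic F-127 | Probe or stimulus: FP-Rh fluorescent activity-based probe, added after compound pre-incubation | Timing: Pre-incubation 45 min, probe exposure 60 min, at 25 °C | Technique: Fluorescence polarization, excitation 525 nm, emission 598 nm, BODIPY TMR filters | Repeats: Single well per compound (singlicate)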
# PRMT1 FP inh – PRMT1 methyltransferase inhibitors, primary screen, biochemical, fluorescence polarization. inhibition, % at 2.79 µM. 370,000 compounds, 1.3% hits. Protein arginine N-methyltransferase 1 (Homo sapiens), Q99873. recombinant PRMT1, activity-based probe fluorescence polarization;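 active = inhibition above about 21% made by adding two undisclosed values, limit read from the data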
# Target sequence (Q99873 whole entry, looked up): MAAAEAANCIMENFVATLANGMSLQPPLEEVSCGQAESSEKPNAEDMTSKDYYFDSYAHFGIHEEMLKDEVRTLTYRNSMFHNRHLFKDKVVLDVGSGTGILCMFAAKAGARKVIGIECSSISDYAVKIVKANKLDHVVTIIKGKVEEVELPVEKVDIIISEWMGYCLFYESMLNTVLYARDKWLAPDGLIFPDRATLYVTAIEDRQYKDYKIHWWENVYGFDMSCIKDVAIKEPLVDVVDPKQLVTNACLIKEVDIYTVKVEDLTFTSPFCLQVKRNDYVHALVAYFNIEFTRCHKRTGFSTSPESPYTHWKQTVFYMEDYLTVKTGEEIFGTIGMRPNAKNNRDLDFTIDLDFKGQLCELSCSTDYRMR
# LEDGF integ inh – blockers of LEDGF/p75-dependent integrase strand transfer – biochemical, TR-FRET, high throughput, primary screen; inhibition, % at 3.7 µM; AID 743269, 2014; TR-FRET IN-LEDGF/p75 DNA integration, Eu/Cy5; 370,000 compounds, 0.64% hits; HIV-1 integrase (with human LEDGF/p75);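 active = inhibition above the screen-wide mean plus 3 SD, cut at about 13% in these data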;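 also: signal is the Cy5 over europium emission ratio at 671 and 618 nm; 0% = plate median of compound wells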
# UHRF1 MBD2 ctr – UHRF1 methylated DNA binding inhibitors, primary screen, counter-screen for MBD2 inhibitor project, biochemical, TR-FRET, human UHRF1, single concentration; AID 687016, 2013; inhibition, % at 4.4 µM; 370,000 compounds, 0.75% hits; UHRF1 binding to methylated oligo; in the data active = inhibition above about 21%;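 also: UHRF1 SRA domain binding a hemimethylated CpG hairpin DNA probe; 0% = median of test compound wells and 100% = reference inhibitor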
# * marks the source's active call; other numbers are inactive results; . = not tested or not shown; & = joins results of further samples. A portion of the library (hit frequency here may not be typical).
SMILES,HTRA1 inh,MBD2 DNA inh,NR1D1 modulator,rCAG RNA binder,TCR CD3 inh,PG9 Ab binder,mABHD4 FP,PRMT1 FP inh,LEDGF integ inh,UHRF1 MBD2 ctr
CC1=C(C(=O)N(C)C)CC(CC(=O)NC(c2ccccc2)c2ccccc2)C(=O)N1Cc1ccccc1 (configuration not stated),-1,-3,-7,-2,-5,0.8,2,1,-4,-1
c1nc2sc3c(c2c2nnnn12)CCC3,2,1,-1,2,-1,-0.7,-1,3,2,-1
Cc1ccc(NC(=O)c2cc(=O)n(Cc3ccccc3)c(=O)[nH]2)cc1C,-7,1,-6,4,-3,-3.1,-4,0,0,-1
COc1ccc(OC)c(NC(=O)C2CCN(S(=O)(=O)c3cccs3)CC2)c1,8,-4,3,1,-6,1.5,1,2,0,4
CCN(Cc1cccs1)C(=O)CN1C(=O)NC2(CCCc3ccccc32)C1=O (configuration not stated),11,-3,-3,1,8,2.1,-6,2,-4,-1
Cc1ccc(Cl)cc1N1CCN(C(=O)CCC(=O)O)CC1,1,1,-1,2,8,-1.3,0,0,-1,1
O=C(c1cc2cc([N+](=O)[O-])ccc2s1)N1CCOCC1,1,-2,8,-1,-5,1.1,2,5,-2,-1
CCCC(=O)Nc1nc2nc(C)cc(=O)n2[nH]1,-1,-2,5,0,2,0.3,0,-1,1,0
CCc1nnc(NC(=O)c2ccc(-c3ccc([N+](=O)[O-])cc3Cl)o2)s1,6,-1,3,4,5,-0.6,10,1,6,3
COC(=O)Cc1ccc(OC(=O)C2CCN(S(=O)(=O)c3ccc(OC)c(OC)c3)CC2)cc1,-12,-6,-2,4,4,-1.2,-4,-1,0,-1
CCc1ccc(/C=N/NC(=O)c2ccccn2)cc1,5,0,2,-3,-4,-0.1,3,-3,-5,-1
Cc1ccc(S(=O)(=O)Nc2ccc3c(c2)C(=O)N([C@H](C)CO)C[C@H](C)[C@@H](CN(C)C(=O)NC2CCCCC2)OCCCC[C@@H](C)O3)cc1,-22,-3,3,7,-1,0.2,5,-4,1,1
O=C(Nc1cccc(F)c1)C1CCCN(S(=O)(=O)c2ccc(-n3cnnn3)cc2)C1 (configuration not stated),-12,4,2,3,-4,-2.2,4,3,0,-2
O=C(c1nc2ccc(Cl)cn2c1CN1CCC[C@H]1CO)N1CCCCCCC1,5,4,4,-6,5,0.2,6,6,0,-1
Cc1cc(C)nc(NS(=O)(=O)c2ccc(N3C(=O)C4CCCCC4C3=O)cc2)n1 (configuration not stated),0,-8,7,6,0,-1.4,3,0,6,2
CCOC(=O)N1CCC(NC(=O)c2cc(C(=O)NCc3ccc(F)cc3)ccc2CO)CC1,4,11,-1,4,7,-1.5,-4,-1,9,23*
C=CCNc1nc(N)c(C(=C(C#N)C#N)c2ccc(Br)cc2)s1,-3,2,-3,38*,7,0.6,4,0,0,-2
Cc1cc(C)cc(NC(=O)CSc2nc3ccncc3[nH]2)c1,-9,4,0,2,-4,-0.6,4,2,-1,-1
CC(C)CC(NC(=O)c1ccccc1)C(=O)N/N=C/c1ccco1 (configuration not stated),1,5,-1,-2,6,-0.1,-2,-1,3,8
O=C(CC1Sc2ccccc2NC1=O)NCc1ccc(Cl)cc1 (configuration not stated),7,-2,0,-3,7,-0.2,0,-2,-2,28*

# Some of the entries so far, as tab-separated lines.
Compound	HTRA1 inh	MBD2 DNA inh	NR1D1 modulator	rCAG RNA binder	TCR CD3 inh	PG9 Ab binder	mABHD4 FP	PRMT1 FP inh	LEDGF integ inh	UHRF1 MBD2 ctr
CCc1ccc(/C=N/NC(=O)c2ccccn2)cc1	5	0	2	-3	-4	-0.1	3	-3	-5	-1
Cc1ccc(S(=O)(=O)Nc2ccc3c(c2)C(=O)N([C@H](C)CO)C[C@H](C)[C@@H](CN(C)C(=O)NC2CCCCC2)OCCCC[C@@H](C)O3)cc1	-22	-3	3	7	-1	0.2	5	-4	1	1
O=C(Nc1cccc(F)c1)C1CCCN(S(=O)(=O)c2ccc(-n3cnnn3)cc2)C1 (configuration not stated)	-12	4	2	3	-4	-2.2	4	3	0	-2

# The list goes on.
SMILES,HTRA1 inh,MBD2 DNA inh,NR1D1 modulator,rCAG RNA binder,TCR CD3 inh,PG9 Ab binder,mABHD4 FP,PRMT1 FP inh,LEDGF integ inh,UHRF1 MBD2 ctr
OCCN(CC#CC(O)(c1ccccc1)C1CCCCC1)CCO (configuration not stated),3,0,-5,-7,3,-0.5,-1,-2,5,9
OC[C@@H](O)[C@@H](O[C@@H]1O[C@H](CO)[C@H](O)[C@H](O)[C@H]1O)[C@H](O)[C@@H](O)CO,0,0,1,2,4,-0.8,0,-2,-2,1
Cc1nnc(SCC(=O)NC23CC4CC(CC(C4)C2)C3)n(N)c1=O,4,-5,5,-3,-3,0.9,0,-1,-3,-1
O=C(COC(=O)CNS(=O)(=O)/C=C/c1ccccc1)NC1CCS(=O)(=O)C1 (configuration not stated),4,8,9,2,-6,1.7,-17,3,2,14
O=C(Oc1cccc(C(=S)N2CCOCC2)c1)c1cccc(Cl)c1,-6,0,0,-1,-7,-0.6,-17,5,2,2
OC(c1ccc2c(c1)OCO2)c1ncc(-c2cccc(C(F)(F)F)c2)[nH]1 (configuration not stated),.,-3,-5,3,5,0.8,-7,-4,-1,-3
CCN1C(=O)[C@H]2[C@@H](c3ccc(C(F)(F)F)cc3)N[C@]3(CCCN(CC4CCCCC4)C3=O)[C@H]2C1=O,-5,-4,-6,1,2,-0.3,4,0,1,-1
Cc1ccc(S(=O)(=O)N(CCC(=O)Nc2ccc(OC(F)(F)F)cc2)c2ccccc2)cc1,-25,0,-2,0,5,-0.8,-15,0,0,-1
Cc1cccc(NC(=O)C2(C)CC3c4ccccc4C2c2ccccc23)c1C (configuration not stated),-15,-3,11,0,2,-1.4,-9,5,6,12
OCCN1CCN(C(=S)c2ccc(Br)cc2)CC1,-2,-3,-2,0,1,-2.5,5,22*,1,-2
Cc1cc(C(=O)C(C)Sc2cccc[n+]2[O-])c(C)n1-c1ccc(Cl)cc1 (configuration not stated),-3,5,6,-3,-1,0.2,1,10,-1,2
O=C(CSc1nnc(-c2c[nH]c3ccccc23)o1)N1c2ccccc2CCc2ccccc21,-89,1,2,13,6,-0.7,-25,1,-2,0
Cn1c(NC(=O)C2CC2)cc(=O)n(C)c1=O,-1,-6,-1,1,9,1.0,2,2,1,1
O=[N+]([O-])c1cc(Cl)ccc1NCCNS(=O)(=O)c1ccccc1,0,-9,6,5,7,-2.1,2,-1,0,-4
CCCn1c(N)c(N(CCOC)C(=O)c2cc(-c3ccco3)nc3ccccc23)c(=O)[nH]c1=O,9,-2,-19,11,5,-1.0,4,14,13,2
CCCCOCCCNC(=O)C[C@@H]1C[C@@]2(C(=O)OC)CC(C)(C)CC=C2N(CCc2ccc(OC)c(OC)c2)C1=O,.,-7,3,-1,3,-0.1,0,-6,0,1
CCN(CC)CCCNC(=O)c1cc(-c2ccc(O)cc2)on1,4,-4,-1,1,-6,-2.2,-3,-5,1,-3
CCOCCCNC(=S)Nc1cc(OCC)c(NC(=O)c2ccco2)cc1OCC,-1,-1,4,-4,8,-0.8,4,0,2,1
O=C(NCc1ccc2c(c1)OCO2)c1ccccc1,3,-1,-9,0,5,-0.2,-2,0,1,-1
COc1ccc(-n2ncc(C(C)NS(=O)(=O)c3cccs3)c2C)cc1 (configuration not stated),-6,0,2,-1,1,-1.9,2,3,-2,-1
COc1ccc(C(=O)NC(=S)NCc2cccnc2)cc1[N+](=O)[O-],1,-1,-2,-7,8,-0.3,1,-5,0,0
CCCCNC(=O)C1CC(=O)N(c2ccc(OC)cc2)C1c1ccc(OC)cc1 (configuration not stated),-3,-1,3,-8,1,-0.4,2,-2,0,0
O=C(COC(=O)C1(c2ccccc2F)CCCC1)N1CCN(C(=O)c2ccco2)CC1,-6,-5,-4,-6,1,-0.3,1,0,3,-1
O=C(COc1ccccc1)Nc1ccc(-c2ccc(N3CCOCC3)nn2)cc1,-15,2,-3,2,0,-1.5,-12,-2,-1,0
O=C1CCC(C(=O)OCc2ccccc2)N1 (configuration not stated),3,-5,1,-3,5,-0.2,0,2,3,-1
C[C@@H]1CCCCO[C@@H](CN(C)Cc2ccc(C(F)(F)F)cc2)[C@@H](C)CN([C@H](C)CO)C(=O)c2cc(N(C)C)ccc2O1,4,0,-4,2,0,0.2,13,2,0,-2
Cc1ccc(C(=O)Nc2ccc(S(=O)(=O)NC3=NCCCCC3)cc2)c(C)c1,-5,-1,0,-2,0,-0.4,0,0,-2,3
CNC(=O)c1c(NC(=O)CS(=O)(=O)c2ccc(Cl)cc2)sc(C)c1C,2,-4,4,0,3,-0.1,-1,2,0,-1
Cn1c(SCC(=O)N2CCCC2=O)nc2ccccc2c1=O,0,2,3,0,-1,-3.2,-4,-3,2,-2
CCOc1cc(S(=O)(=O)NCc2ccccn2)ccc1Cl,2,1,-3,-4,2,-1.4,2,1,-5,-1
C=CCOC(=O)C1=C(C)NC(SC)=C(C#N)C1c1ccc(OCC)cc1 (configuration not stated),-59&-40,-4&-2,2&-4,3&-1,7&0,-1.5&-2.0,-38&-24,-5&-2,4&-2,0&0
CCCNCc1cc(OC)c(OCC(=O)NCCc2ccccc2)cc1Br,6,-1,-1,-3,7,-1.0,3,1,1,-1
Cc1ccc(S(=O)(=O)N2CCCCC2)cc1NC(=O)COC(=O)c1ccc(O)cc1,-9,-1,4,10,-3,-1.6,0,1,-2,34*
O=C1C=C(c2cccc(Br)c2)C[C@@H](c2ccc3c(c2)OCO3)C1,-37,1,-4,2,-2,-2.2,-7,-2,2,2
O=C(N/N=C/c1ccccc1O)C1CCCC1,-3,-4,0,1,0,-1.6,-3,-2,-2,-1
Cc1cc(C(C)(C)C)ccc1OCCN(C)C,-3,0,3,0,6,-0.3,5,0,0,1
CCOC(=O)NC(=O)/C(N=Nc1cccc(C(F)(F)F)c1)=C(\C)O,.,-2,0,2,9,-1.6,2,2,-5,3
CC(=O)Nc1cccc(NC(=O)CSc2ccc3nnc(CCNC(=O)c4ccccc4)n3n2)c1,2,2,-4,-1,-11,0.5,-6,1,2,3
CCCc1nc2sc3c(c2c(=O)n1NC(=O)CCCl)CCCC3,4,-4,-3,9,9,2.0,-1,0,1,0
COc1ccccc1-c1nn(Cc2ccccc2)cc1C(=O)NCC(c1ccco1)N1CCCC1 (configuration not stated),-5,-1,6,-1,-10,-1.5,2,3,-6,0
Cc1cc(C)c(NC(=O)CS(=O)CC(=O)Nc2ccc(F)cc2F)c(C)c1 (configuration not stated),1,-2,-5,-3,4,-0.5,5,3,-2,0
CC1(C(=O)N2Cc3ccccc3C2)CCN1C(=O)C1(c2ccccc2)CC1 (configuration not stated),.,-2,4,0,-1,-1.6,5,-7,0,0
Cc1cc(=O)[nH]c(SCC(=O)N2CCCCC2)n1,0,2,4,1,7,-1.4,-5,2,1,0
